PrPC surface inh – cell surface PrPC inhibition, primary TR-FRET screen; P04156; TR-FRET read-out; inhibition, % at 13.8 µM; actives 0.43% (n = 370,000); AID 720596; in the data active = inhibition above about 24%; also: 0% = median of the test wells and 100% = reference compound wells
GDH-TPI inh – inhibits GDH-TPI coupling enzymes, artifact for Mtb FBA screen. GDH-TPI coupled enzyme counterscreen, NADH absorbance. actives 1.2% (n = 360,000). inhibition, % at 4.8 µM. AID 588335; in the data active = inhibition above about 30%;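 also: 0% = DMSO wells and 100% = wells lacking the enzyme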
Mtb FBA inh – inhibitors of M. tuberculosis fructose-bisphosphate aldolase; P9WQA3; purified M. tuberculosis FBA, fluorescence read-out; inhibition, % at 1 µM; actives 2.3% (n = 360,000); AID 588726; in the data active = inhibition above about 27%;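 also: 0% = vehicle and 100% = reference inhibitor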
Target sequence (P9WQA3 whole entry, looked up): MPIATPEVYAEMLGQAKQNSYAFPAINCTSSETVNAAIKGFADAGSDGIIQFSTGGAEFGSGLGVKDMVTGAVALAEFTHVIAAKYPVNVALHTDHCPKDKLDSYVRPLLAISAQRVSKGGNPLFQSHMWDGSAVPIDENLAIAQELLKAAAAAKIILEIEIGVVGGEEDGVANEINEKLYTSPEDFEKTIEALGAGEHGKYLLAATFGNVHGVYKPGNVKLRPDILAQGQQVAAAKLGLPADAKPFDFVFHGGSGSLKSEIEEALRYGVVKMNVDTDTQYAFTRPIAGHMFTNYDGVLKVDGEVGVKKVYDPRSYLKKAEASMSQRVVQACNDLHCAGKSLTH
BoNT-F LC inh – blocks Botulinum neurotoxin F light chain protease; Multiplex microsphere protease cleavage assay, flow cytometry; actives 0.22% (n = 360,000); inhibition, % at 10 µM; in the data active = inhibition above about 35%, passing the limit was not always enough; inconclusive = no clear call, values can overlap the other calls; also: plate controls were buffer without enzyme for full effect and enzyme alone for no effect
Mtb BioA inh – BioA (M. tuberculosis) enzyme inhibition; purified M. tuberculosis BioA enzyme, plate reader; inhibition, % at 9.99 µM; actives 0.096% (n = 360,000); in the data active = inhibition above about 40%; inconclusive = no clear call, values can overlap the other calls
FadD28 FP inh – inhibitors of Mycobacterium tuberculosis FadD28 bisubstrate binding; actives 0.22% (n = 360,000); AID 588549; inhibition, % at 12.5 µM; FadD28 bisubstrate probe binding, fluorescence polarization; in the data active = inhibition above about 8.5%, passing the limit was not always enough; inconclusive = no clear call, values can overlap the other calls
MazEF act – MazEF (E. coli) toxin RNase activation | P0AE70 | FAM/BHQ RNA-DNA oligo cleavage fluorescence, 5 h | activation, % at 20 µM | actives 0.32% (n = 350,000) | AID 504720; in the data active = activation above about 50%
Target sequence (P0AE70 whole entry, looked up): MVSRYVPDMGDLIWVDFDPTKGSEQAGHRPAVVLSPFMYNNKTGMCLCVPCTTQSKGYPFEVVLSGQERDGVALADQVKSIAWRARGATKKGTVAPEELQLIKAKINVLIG
Rv3671c protease – Rv3671c (M. tuberculosis) protease inhibition | P9WHR9 | inhibition, % at 5.96 µM | actives 0.048% (n = 320,000) | AID 2606; in the data active = inhibition above about 38%;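 also: extracellular domain of Rv3671c used as enzyme; 0% = enzyme with DMSO and 100% = no enzyme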
Target sequence (P9WHR9 whole entry, looked up, the tested form may be a part): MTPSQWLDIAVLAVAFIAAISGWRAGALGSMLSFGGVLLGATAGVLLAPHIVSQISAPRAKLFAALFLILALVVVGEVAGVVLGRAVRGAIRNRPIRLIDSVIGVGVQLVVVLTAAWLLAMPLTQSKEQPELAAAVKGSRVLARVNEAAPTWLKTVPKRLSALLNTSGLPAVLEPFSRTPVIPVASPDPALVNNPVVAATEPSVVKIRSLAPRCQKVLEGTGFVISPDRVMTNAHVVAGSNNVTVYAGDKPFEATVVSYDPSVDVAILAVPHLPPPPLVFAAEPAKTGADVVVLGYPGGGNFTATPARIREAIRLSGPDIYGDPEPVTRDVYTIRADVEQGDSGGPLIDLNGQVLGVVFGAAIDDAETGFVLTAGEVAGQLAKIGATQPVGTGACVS
UGM FP inh – blocks M. tuberculosis UGM enzyme; P9WIQ1; purified UGM, fluorescence polarization probe displacement; inhibition, % at 10 µM; actives 0.06% (n = 320,000); AID 504406; in the data active = inhibition above about 10%, passing the limit was not always enough; inconclusive = no clear call, values can overlap the other calls
An asterisk follows results filed as active.

Screening Nc1c(-c2ccc3c(c2)OCCO3)oc2ccccc2c1=O returned PrPC surface inh -5, GDH-TPI inh -2, Mtb FBA inh active, BoNT-F LC inh -2, Mtb BioA inh 3.5, MazEF act 7, Rv3671c protease -10 and UGM FP inh 2.8.
`CC1CCCC(C)N1S(=O)(=O)c1ccc(NC(=O)CNC2CCCC2)cc1` (stereo unspecified) gave PrPC surface inh 0, GDH-TPI inh -5, Mtb FBA inh 4, BoNT-F LC inh -10, Mtb BioA inh -0.3, FadD28 FP inh 0.2, MazEF act 11, Rv3671c protease -11 and UGM FP inh -1.1.
Screening C=CCn1c(=O)n(C)c2c(=O)n(C)c(=O)n(C)c21 returned PrPC surface inh 1, GDH-TPI inh 7, Mtb FBA inh 2, BoNT-F LC inh -4, Mtb BioA inh 0.9, FadD28 FP inh -1.2 and MazEF act 1.
Screening CCCCC(c1nnnn1CCOC)N1CCN(Cc2ccccc2)CC1 (stereo unspecified) returned PrPC surface inh -8, GDH-TPI inh 3, Mtb FBA inh 3, BoNT-F LC inh -10, Mtb BioA inh 5.9, FadD28 FP inh -3.1, MazEF act 7, Rv3671c protease 6 and UGM FP inh 2.4.
`COc1ccccc1-n1cc(CN2CCN(C3CCCC3)C(CCO)C2)cn1` (stereo unspecified) gave PrPC surface inh -3, GDH-TPI inh -2, Mtb FBA inh -1, BoNT-F LC inh 1, FadD28 FP inh -0.4, MazEF act 5, Rv3671c protease -5 and UGM FP inh 3.4.
For CCn1c(/C=C/c2c(C)n(CC)c3ccccc23)nc2ccccc2c1=O the results were PrPC surface inh -1, GDH-TPI inh 5, Mtb FBA inh 2, BoNT-F LC inh 15, Mtb BioA inh -1.8, FadD28 FP inh -1.1, MazEF act 70*, Rv3671c protease 3 and UGM FP inh 0.8.
Screening O=C(CSc1nccc(-c2cccs2)n1)Nc1ccc(Cl)cc1 returned PrPC surface inh 4, GDH-TPI inh 9, Mtb FBA inh -4, BoNT-F LC inh inconclusive, FadD28 FP inh -3.3, MazEF act 10, Rv3671c protease -17 and UGM FP inh 2.6.
`O=S1(=O)N=C2CCCCCN2C(c2ccccc2)N1` (stereo unspecified) gave PrPC surface inh -3, GDH-TPI inh -8, Mtb FBA inh 1, BoNT-F LC inh -4, FadD28 FP inh -4.2, MazEF act 8, Rv3671c protease 1 and UGM FP inh -1.7.
O=c1nc2n(c3ccc(Br)cc13)CCS2 was read as PrPC surface inh -5, GDH-TPI inh -8, Mtb FBA inh 1, BoNT-F LC inh -13, Mtb BioA inh 1.2, FadD28 FP inh -0.5, MazEF act -4, Rv3671c protease 11 and UGM FP inh 2.3.
For Cc1ccc(NC(=O)C(C)Sc2nnc3n2CCCCC3)cc1S(=O)(=O)N1CCOCC1 (stereo unspecified) the results were PrPC surface inh -2, GDH-TPI inh 8, Mtb FBA inh -1, BoNT-F LC inh -7, Mtb BioA inh -1.3, FadD28 FP inh -0.1 and MazEF act -18.
For CC(=O)c1ccc(NC(=O)C(C)N(C)CC(=O)Nc2cccc(F)c2)cc1 (stereo unspecified) the results were PrPC surface inh -6, GDH-TPI inh -7, Mtb FBA inh 3, BoNT-F LC inh -5, FadD28 FP inh -1.8, MazEF act 6, Rv3671c protease -2 and UGM FP inh -3.6.
O=C(C1CCCCC1)N1C[C@@H](O)[C@H](n2cc(-c3ccc(F)cc3)nn2)C[C@@H]1c1ccc(Cl)cc1 was read as PrPC surface inh 0, GDH-TPI inh 0, Mtb FBA inh -1, BoNT-F LC inh 0, FadD28 FP inh -5.2 and MazEF act 1.
`OCC1(Cc2ccc(F)cc2)CCCN(CCc2ccccc2)C1` (stereo unspecified) gave PrPC surface inh 6, GDH-TPI inh 5, Mtb FBA inh 0, BoNT-F LC inh 24, Mtb BioA inh 0.2, FadD28 FP inh -1.7, MazEF act 1, Rv3671c protease 1 and UGM FP inh 1.0.
Screening CCN(C#N)c1nc(NC(C)C)nc(NC(C)C)n1 returned GDH-TPI inh 6, Mtb FBA inh 2, BoNT-F LC inh 1, Mtb BioA inh 1.1, FadD28 FP inh -0.2, MazEF act 4, Rv3671c protease 5 and UGM FP inh 1.4.
`CC(NC(=O)C1CCCC1)c1ccccc1` (stereo unspecified) gave PrPC surface inh 2, GDH-TPI inh 7, Mtb FBA inh -1, BoNT-F LC inh 17, Mtb BioA inh -1.4, FadD28 FP inh 0.7 and MazEF act 11.
`CCN(CC)S(=O)(=O)c1ccc(N=NC2=C(O)CCCC2=O)cc1` gave PrPC surface inh -3, GDH-TPI inh 9, Mtb FBA inh -4, BoNT-F LC inh -1, Mtb BioA inh -0.6, FadD28 FP inh -3.8, MazEF act 7, Rv3671c protease -1 and UGM FP inh -5.2.
Screening COc1cccc2[nH]c3c(=O)n(CCCN4CCOCC4)cnc3c12 returned PrPC surface inh -4, GDH-TPI inh 22, Mtb FBA inh 147*, BoNT-F LC inh -3, Mtb BioA inh 0.8, FadD28 FP inh 1.0, MazEF act 3, Rv3671c protease -1 and UGM FP inh 1.8.
Screening CCOc1ccc(-c2nnc(-c3cccs3)o2)cc1OCC returned PrPC surface inh -7, GDH-TPI inh 18, Mtb FBA inh 25, BoNT-F LC inh -10, FadD28 FP inh -2.9, MazEF act 3, Rv3671c protease 2 and UGM FP inh -0.2.
O=C(NCC1CC1)[C@@H]1C[C@H]1[C@@H](NP(=O)(c1ccccc1)c1ccccc1)c1ccccc1 was read as PrPC surface inh 1, GDH-TPI inh 9, Mtb FBA inh 1, BoNT-F LC inh 3, Mtb BioA inh -0.6, FadD28 FP inh 0.3, MazEF act 4, Rv3671c protease -2 and UGM FP inh 1.5.
O=C(Nc1c(-c2ccc3c(c2)OCO3)[nH][nH]c1=O)c1cnccn1 was read as PrPC surface inh 7, Mtb FBA inh 5, BoNT-F LC inh 9, Mtb BioA inh 2.5 and FadD28 FP inh -0.6.
Screening CC(C)(C)OC(=O)NC(Cc1ccccc1)C(=O)N1CCCC1C(=O)O (stereo unspecified) returned PrPC surface inh -4, GDH-TPI inh 1, Mtb FBA inh 0, BoNT-F LC inh -18, FadD28 FP inh 0.1, MazEF act 6, Rv3671c protease 7 and UGM FP inh 1.1.
For CCNC(=O)CCc1nc(-c2ccc(C)cc2)no1 the results were PrPC surface inh -9, GDH-TPI inh -18, Mtb FBA inh 1, BoNT-F LC inh inconclusive, Mtb BioA inh -0.1, FadD28 FP inh -3.9, MazEF act 0, Rv3671c protease 4 and UGM FP inh -2.1.
Screening C=CCOc1ccc(C2=NOC(C(=O)Nc3ccc4c(c3)OCCO4)C2)cc1 (stereo unspecified) returned PrPC surface inh 0, GDH-TPI inh 5, Mtb FBA inh 6, BoNT-F LC inh inconclusive, FadD28 FP inh -2.1, MazEF act 4, Rv3671c protease 2 and UGM FP inh -0.6.
Cc1c(NC(=O)/C(C#N)=C/c2c(Oc3ccccc3)nc3ccccn3c2=O)c(=O)n(-c2ccccc2)n1C was read as PrPC surface inh -9, GDH-TPI inh 7, Mtb FBA inh -3, BoNT-F LC inh -4, FadD28 FP inh -3.5, MazEF act 11, Rv3671c protease 6 and UGM FP inh -1.6.
CC1C(=O)C(C)C(c2cc(Cl)ccc2O)NC1c1cc(Cl)ccc1O (stereo unspecified) was read as PrPC surface inh 9, GDH-TPI inh 7, Mtb FBA inh 2, BoNT-F LC inh inconclusive, Mtb BioA inh -2.3, FadD28 FP inh -8.1, MazEF act 10, Rv3671c protease -22 and UGM FP inh 2.1.
CN(C)/C=C(\C=O)c1cccc(Cl)c1 was read as PrPC surface inh 9, GDH-TPI inh 4, Mtb FBA inh 0, BoNT-F LC inh -1, FadD28 FP inh -2.9, MazEF act 5, Rv3671c protease -1 and UGM FP inh -4.4.
Screening CCc1nnc(NC(=O)CSc2nc3[nH]ncc3c(=O)[nH]2)s1 returned PrPC surface inh 8, GDH-TPI inh 9, Mtb FBA inh 0, BoNT-F LC inh -2, Mtb BioA inh -1.1, FadD28 FP inh -0.8, MazEF act 0, Rv3671c protease 1 and UGM FP inh -4.4.
`Cc1ccc(-c2nnc(SCC(=O)NNC(=O)COc3cccc(C)c3)n2C)cc1` gave PrPC surface inh 6, GDH-TPI inh 2, Mtb FBA inh 6, BoNT-F LC inh 1, Mtb BioA inh -2.2, FadD28 FP inh 0.2, MazEF act 3, Rv3671c protease 11 and UGM FP inh -0.8.
Screening NC(=O)c1sc2nc3c(c(-c4ccccc4)c2c1N)CCC3 returned PrPC surface inh 6, GDH-TPI inh 3, Mtb FBA inh 0, BoNT-F LC inh -5, Mtb BioA inh 6.4, FadD28 FP inh 3.1, MazEF act 2, Rv3671c protease 13 and UGM FP inh -2.5.
Screening Cc1ccc2c(c1)C(c1ccncc1)=NNC(c1ccccc1)=N2 returned PrPC surface inh -2, GDH-TPI inh -5, Mtb FBA inh -4, BoNT-F LC inh -4, Mtb BioA inh -0.3, FadD28 FP inh -4.6, MazEF act -2, Rv3671c protease 0 and UGM FP inh 0.5.
Screening Cc1nnc(SCC(=O)NNC(=O)COc2ccc(Cl)cc2)n1C returned PrPC surface inh 1, GDH-TPI inh 1, Mtb FBA inh 2, BoNT-F LC inh 4, Mtb BioA inh -0.6, FadD28 FP inh -2.0, MazEF act 0, Rv3671c protease 0 and UGM FP inh -3.2.
Screening Cc1nc2sccn2c(=O)c1S(=O)(=O)N1CCN(c2ccc(F)cc2)CC1 returned PrPC surface inh -12, GDH-TPI inh 22, Mtb FBA inh -1, BoNT-F LC inh 0, Mtb BioA inh 1.2, FadD28 FP inh 0.4, MazEF act 7, Rv3671c protease 5 and UGM FP inh 0.2.
For CC(C)C1NC(=S)N(Cc2ccccc2)C1=O (stereo unspecified) the results were PrPC surface inh 3, GDH-TPI inh -6, Mtb FBA inh -5, BoNT-F LC inh 24, Mtb BioA inh 1.3, FadD28 FP inh -8.0, MazEF act 8, Rv3671c protease -2 and UGM FP inh 0.5.
CCCCSc1nnc(-c2ccc(NC(=O)CC)cc2)n1C was read as PrPC surface inh -7, GDH-TPI inh -5, Mtb FBA inh 4, BoNT-F LC inh -6, Mtb BioA inh -0.7, FadD28 FP inh -0.1, MazEF act 4, Rv3671c protease 6 and UGM FP inh -0.4.
Screening COc1ccc(S(=O)(=O)Cc2ccc(C(=O)NCCCN3CCc4ccccc4C3)o2)cc1 returned PrPC surface inh -9, GDH-TPI inh 5, Mtb FBA inh 1, BoNT-F LC inh -8, Mtb BioA inh 0.7, FadD28 FP inh -1.0, MazEF act 12, Rv3671c protease 1 and UGM FP inh 2.9.
Screening C[C@]12C=CC(=O)C=C1CC[C@@H]1[C@@H]2[C@@H](O)C[C@@]2(C)[C@H]1CC[C@]2(O)C(=O)COC(=O)CCC(=O)O returned PrPC surface inh 6, GDH-TPI inh 4, Mtb FBA inh 2, BoNT-F LC inh -16, Mtb BioA inh 0.4, FadD28 FP inh -0.8, MazEF act -1, Rv3671c protease 0 and UGM FP inh -0.8.
Screening O=C(CCn1c(=O)sc2ccccc21)NCCC1=CCCCC1 returned PrPC surface inh 4, GDH-TPI inh 0, Mtb FBA inh 4, BoNT-F LC inh -4, Mtb BioA inh -0.5, FadD28 FP inh -4.5, MazEF act -11, Rv3671c protease -5 and UGM FP inh 0.4.
`Cc1nnc(SCC(=O)N(C)CC(=O)Nc2ccc(F)cc2)n1Cc1ccccc1` gave PrPC surface inh 2, GDH-TPI inh 2, Mtb FBA inh -5, BoNT-F LC inh -7, FadD28 FP inh -4.5, MazEF act 9, Rv3671c protease 8 and UGM FP inh 0.8.
Screening CCCS(=O)(=O)NC(=O)C1(C)CCN(C(=O)c2cccs2)C1 (stereo unspecified) returned PrPC surface inh -8, GDH-TPI inh 3, Mtb FBA inh -3, BoNT-F LC inh -5, Mtb BioA inh -2.0 and FadD28 FP inh -2.0.

Bioassay records as filed in PubChem.

Hits appear at their usual frequency. Share with any hit: about 4.8%.
